# Screens deposited in PubChem BioAssay by The Scripps Research Institute Molecular Screening Center.
# LYPLA1 inh = blocks human lysophospholipase 1, a PME1 counter-screen; O75608; recombinant LYPLA1, FP-Rh probe fluorescence polarization; inhibition, % at 5.9 µM; 0.16% of 320,000 active;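 active means inhibition above the mean of all tested compounds plus 3 SD, set per campaign, cut at about 14% in these data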;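 further: inhibitors block serine hydrolase probe labeling of LYPLA1 so polarization falls; 0% = enzyme with DMSO and 100% = wells lacking LYPLA1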
# PME-1 primary = blocks human protein phosphatase methylesterase 1. Q9Y570. recombinant PME-1, FP-Rh probe fluorescence polarization. inhibition, % at 5.9 µM. 0.53% of 320,000 active;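 active means inhibition above the campaign mean of all compounds plus 3 SD, cut at about 26% in these data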;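 further: competitive labeling of PME-1 active site by serine hydrolase directed probe; 0% = PME-1 with DMSO and 100% = wells lacking PME-1 enzyme; inhibitors block probe labeling so polarization falls and inhibition rises; many of its hits are not listed in these tables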
# PAFAH1B3 FP inh = blocks human PAF acetylhydrolase 1B catalytic subunit 3. inhibition, % at 3.39 µM. 0.28% of 340,000 active. recombinant PAFAH1B3, FP-rhodamine probe, fluorescence polarization. Q15102;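 active means inhibition above the screen-wide average of all tested compounds plus 3 SD, cut at about 25% in these data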;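 further: 0% = enzyme with DMSO only and 100% = wells lacking PAFAH1B3 protein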
# pPAFAH inh = pPAFAH (human) enzyme inhibition; Q13093; recombinant pPAFAH, FP-rhodamine probe fluorescence polarization; inhibition, % at 3.39 µM; 1.5% of 330,000 active; AID 463082;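 active means inhibition above the mean inhibition across the screen plus 3 SD, cut at about 25% in these data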;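 further: inhibitors block binding of the rhodamine activity-based probe so polarization drops; 0% = enzyme with DMSO and 100% = wells lacking pPAFAH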
# Target sequence (Q13093 whole entry, looked up): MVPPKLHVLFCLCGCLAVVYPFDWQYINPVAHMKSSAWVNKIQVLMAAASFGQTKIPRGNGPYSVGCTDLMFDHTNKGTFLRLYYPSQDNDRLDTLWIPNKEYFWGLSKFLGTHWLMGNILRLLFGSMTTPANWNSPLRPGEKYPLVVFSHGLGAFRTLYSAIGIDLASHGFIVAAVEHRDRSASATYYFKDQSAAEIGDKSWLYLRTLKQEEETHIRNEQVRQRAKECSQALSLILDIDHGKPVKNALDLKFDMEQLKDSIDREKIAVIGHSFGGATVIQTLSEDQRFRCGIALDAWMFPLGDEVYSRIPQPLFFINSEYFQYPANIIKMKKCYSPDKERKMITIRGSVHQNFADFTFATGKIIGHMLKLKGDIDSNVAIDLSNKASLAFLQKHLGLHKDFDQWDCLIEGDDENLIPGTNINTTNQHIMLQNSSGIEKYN
# PAD4 FP inh = blocks human protein arginine deiminase 4; Q9UM07; recombinant PAD4, RCA probe fluorescence polarization; inhibition, % at 6.36 µM; 0.41% of 330,000 active; AID 485272;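 active means percent inhibition above a cutoff equal to the mean of all tested compounds plus 3 SD, cut at about 15% in these data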;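 further: 0% = PAD4 with RCA probe and DMSO and 100% = probe without PAD4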
# PAFAH1B2 FP inh = blocks human PAF acetylhydrolase 1b catalytic subunit 2; 1.2% of 340,000 active; inhibition, % at 3.39 µM; recombinant PAFAH1B2, FP-rhodamine activity probe, fluorescence polarization; AID 492953;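 active means inhibition above the mean of all tested compounds plus 3 SD, cut at about 24% in these data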;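 further: 0% = enzyme with DMSO and 100% = wells lacking PAFAH1B2; many of its hits are not listed in these tables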
# Target sequence (P68402 whole entry, looked up): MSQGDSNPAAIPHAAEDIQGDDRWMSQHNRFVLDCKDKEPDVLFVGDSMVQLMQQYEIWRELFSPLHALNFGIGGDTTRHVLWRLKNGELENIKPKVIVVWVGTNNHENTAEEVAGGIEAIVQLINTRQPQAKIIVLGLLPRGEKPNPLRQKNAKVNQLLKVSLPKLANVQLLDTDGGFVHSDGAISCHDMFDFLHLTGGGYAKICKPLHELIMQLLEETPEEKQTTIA
# PREPL inhibitor = inhibitors of human prolyl oligopeptidase-like enzyme PREPL. AID 2751. inhibition, % at 5.96 µM. Q4J6C6. recombinant PREPL, fluorescence polarization activity-based probe. 0.68% of 320,000 active; in the data active means inhibition above about 43%;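 further: 0% = enzyme with DMSO and 100% = wells lacking enzyme; many of its hits are not listed in these tables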
# LYPLA2 counter = LYPLA2 (human) inhibition in PME1 counter-screen. recombinant LYPLA2, FP-Rh probe fluorescence polarization. AID 2177. 0.38% of 320,000 active. inhibition, % at 5.9 µM;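 active means inhibition above the screen-wide mean plus 3 SD, limit set per campaign, cut at about 26% in these data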;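 further: 0% = LYPLA2 with DMSO and 100% = wells lacking LYPLA2 enzyme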
# GSTO1 counter = GSTO1 inhibition, counter-screen for RBBP9 inhibitors. inhibition, % at 5.96 µM. 1.1% of 300,000 active. AID 1974. P78417. recombinant GSTO1, activity-based probe fluorescence polarization;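 active means inhibition above the campaign mean inhibition plus 3 SD, cut at about 35% in these data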;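 further: 0% = GSTO1-1 with DMSO and 100% = wells lacking GSTO1-1 enzyme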
# Target sequence (P78417 whole entry, looked up): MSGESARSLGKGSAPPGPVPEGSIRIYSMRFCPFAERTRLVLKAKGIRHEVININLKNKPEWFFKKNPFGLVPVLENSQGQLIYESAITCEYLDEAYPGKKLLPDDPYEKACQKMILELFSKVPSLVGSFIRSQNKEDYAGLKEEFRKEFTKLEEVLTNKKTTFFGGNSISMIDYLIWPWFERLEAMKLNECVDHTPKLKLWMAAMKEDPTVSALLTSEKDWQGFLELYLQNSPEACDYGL
# An asterisk follows results filed as active; x = not tested or not shown.
cpd	molecule	LYPLA1 inh	PME-1 primary	PAFAH1B3 FP inh	pPAFAH inh	PAD4 FP inh	PAFAH1B2 FP inh	PREPL inhibitor	LYPLA2 counter	GSTO1 counter
1	CC(C)[C@H](NC(=O)c1ccco1)C(=O)OCc1cc(=O)n2c(n1)sc1ccccc12	-5	-2	-2	16	1	1	5	0	-2
2	Oc1ccc(O)c(Cc2nc3ccccc3[nH]2)c1	-2	-3	1	8	-3	-1	-25	-9	70*
3	COc1cccc(CC2(CO)CCCN(Cc3ccc4c(c3)OCCO4)C2)c1 (stereo unspecified)	-1	-4	9	2	-3	6	25	0	-4
4	CCOc1cc2[nH]c(=O)n(Cc3ccc(C(=O)NCCOC)cc3)c(=O)c2cc1OCC	-1	1	4	8	-4	3	-2	-2	1
5	CCNC(=S)NNC(=O)c1csc2c1CCCC2	-1	-4	-5	5	3	2	8	3	5
6	CCN(Cc1ccccc1)S(=O)(=O)c1csc(C(N)=O)c1	2	0	-8	5	-2	4	15	7	1
7	Cc1cccc(C)c1NC(=O)N1CCC(N2CCCCC2)CC1	2	-6	4	4	0	-5	-1	12	-1
8	Cc1c(C#N)c(NC(=O)c2ccccc2)n(Cc2ccccc2)c1C	-4	-8	10	-3	-6	6	-6	-4	0
9	CCOC(=O)C1CCCN(S(=O)(=O)c2ccc(OC)c3ccccc23)C1 (stereo unspecified)	-2	2	-1	7	0	4	-10	2	1
10	C#CCN1C(=O)S/C(=C\c2cc3c(cc2OC)OCO3)C1=O	-2	0	10	5	1	-2	-4	-3	-1
11	CCOC(=O)CSc1ncnc2c1c(-c1ccccc1)cn2-c1ccc(OC)cc1	-9	-5	4	18	-1	3	1	-11	2
12	C[N+](C)(C)CCCCCCC(=O)/C=N/O	-5	1	-1	5	-5	3	2	-7	7

cpd	molecule	LYPLA1 inh	PME-1 primary	PAFAH1B3 FP inh	pPAFAH inh	PAD4 FP inh	PAFAH1B2 FP inh	PREPL inhibitor	LYPLA2 counter	GSTO1 counter
13	CCCCc1ccc(NC=C2C(=O)OC3(CCCCC3)OC2=O)cc1	0	-8	7	-3	-4	9	1	4	7
14	CCC(C)NC(=O)COCc1cc(-c2ccc3c(c2)OCO3)on1 (stereo unspecified)	-1	4	6	0	3	2	10	9	2
15	CN1CCN(CCC(=O)Nc2ccc(F)c(F)c2)CC1	-5	-9	1	-3	0	3	0	-9	-8
16	O=C(N/N=C/c1c(F)c(F)c(F)c(F)c1F)c1cc(-c2ccccc2)nc2ccccc12	0	-3	0	1	-1	1	4	2	-4
17	COc1cccc(N2CCN(c3ccc4nnc(CCC(=O)Nc5cc(C)ccn5)n4n3)CC2)c1	-1	5	-4	4	1	0	20	3	3
18	CCOc1ccccc1N/C(=C(/C(Cl)=C(Cl)Cl)[N+](=O)[O-])n1cncn1	-14	-16	6	4	-1	6	11	-14	12
19	O=C(Nc1ccc(Br)cc1)C1CCN(C(=O)c2ccco2)CC1	-1	-4	4	0	-1	2	-7	-1	6
20	Cc1ccccc1NC(=O)c1nc[nH]c1C(=O)NCc1ccccc1	-6	1	-3	11	-3	2	2	-6	2
21	Cc1cc(C(=O)Nc2ccc(F)cc2F)on1	4	-9	10	1	-1	5	-2	3	-3
22	CC(C)CCN1C(=O)c2ccc(C(=O)Nc3ccc(O)cc3C(=O)O)cc2C1=O	-1	-7	2	10	0	10	8	10	7
23	Cc1nc2ccccc2nc1OCc1cccc([N+](=O)[O-])c1	3	-6	6	3	1	-5	-1	3	7
24	COc1ccccc1-n1cnnc1SCC(=O)Nc1cccc(S(=O)(=O)N2CCCCC2)c1	-5	-2	x	3	-1	x	-4	1	1

# Next section (seven carried over from the part before).
cpd	molecule	LYPLA1 inh	PME-1 primary	PAFAH1B3 FP inh	pPAFAH inh	PAD4 FP inh	PAFAH1B2 FP inh	PREPL inhibitor	LYPLA2 counter	GSTO1 counter
18	CCOc1ccccc1N/C(=C(/C(Cl)=C(Cl)Cl)[N+](=O)[O-])n1cncn1	-14	-16	6	4	-1	6	11	-14	12
19	O=C(Nc1ccc(Br)cc1)C1CCN(C(=O)c2ccco2)CC1	-1	-4	4	0	-1	2	-7	-1	6
20	Cc1ccccc1NC(=O)c1nc[nH]c1C(=O)NCc1ccccc1	-6	1	-3	11	-3	2	2	-6	2
21	Cc1cc(C(=O)Nc2ccc(F)cc2F)on1	4	-9	10	1	-1	5	-2	3	-3
22	CC(C)CCN1C(=O)c2ccc(C(=O)Nc3ccc(O)cc3C(=O)O)cc2C1=O	-1	-7	2	10	0	10	8	10	7
23	Cc1nc2ccccc2nc1OCc1cccc([N+](=O)[O-])c1	3	-6	6	3	1	-5	-1	3	7
24	COc1ccccc1-n1cnnc1SCC(=O)Nc1cccc(S(=O)(=O)N2CCCCC2)c1	-5	-2	x	3	-1	x	-4	1	1
25	CCn1nc(NS(=O)(=O)c2cccc3nonc23)c2cc3ccc(C)cc3nc21	2	1	-4	10	-11	-2	14	5	0
26	CN1C2C=C3C(C#N)=C(N)C(C#N)(C#N)[C@@H](c4ccc(Cl)cc4)[C@@H]3C1CC2 (stereo partly specified)	0	4	4	11	4	2	17	7	-1
27	O=C(Cn1ncc2c(=O)oc3ccccc3c21)N1CCC(N2CCCCC2)CC1	-3	3	2	5	-2	3	-8	1	7
28	COc1ccc(CNc2ccc3c(c2)nc(C)n3C)cc1OC	2	1	3	5	-8	-1	-5	-1	-4
29	Cc1ccc(N2CCN(S(=O)(=O)c3ccc(Cl)s3)CC2C)cc1 (stereo unspecified)	0	2	7	2	-2	6	-8	6	0
30	Cc1ccc(C(=O)N(C)Cc2ccccc2)cc1S(=O)(=O)N1CCOCC1	-1	2	0	8	1	2	7	1	3
31	CC(OC(=O)c1cc(=O)[nH]c2ccccc12)C(=O)NCc1ccccc1 (stereo unspecified)	0	-3	5	0	2	5	-1	-3	-4
32	Cc1nc(CS(=O)(=O)c2ccc(Cl)cc2)cc(N2CCOCC2)n1	1	2	-2	-1	-1	6	-3	-2	4
33	NS(=O)(=O)c1ccc(NC(=O)CN2CCN(S(=O)(=O)/C=C/c3ccccc3)CC2)cc1	0	-1	-2	2	-1	2	19	6	22
34	COc1ccccc1CNC(=O)c1cc(=O)c2ccccc2o1	0	4	6	2	-4	0	8	2	4
35	O=C1NC(=Nc2ccc3ccccc3c2)S/C1=C/c1ccco1	-10	3	1	55*	-14	13	23	-6	29
36	N#C/C(=C\N1CCOCC1)C(N)=O	0	1	x	3	1	x	5	-3	-1

cpd	molecule	LYPLA1 inh	PME-1 primary	PAFAH1B3 FP inh	pPAFAH inh	PAD4 FP inh	PAFAH1B2 FP inh	PREPL inhibitor	LYPLA2 counter	GSTO1 counter
37	CC(=O)OCCn1c(Br)nc2c1c(=O)[nH]c(=O)n2C	3	-4	-4	-5	-2	5	-8	-5	-1
38	O=S(=O)(NCC1(N2CCOCC2)CCCCC1)c1ccc(Cl)cc1C(F)(F)F	0	-1	3	0	2	6	13	1	4
39	CCC[C@@H](CN1CCC[C@H]1CN1C(N)=NC[C@@H]1Cc1ccccc1)N1C[C@@H]([C@H](C)CC)N(CCCC2CCCC2)C1=N	x	x	5	22	-4	10	54*	x	x
40	O=C1CCc2cc(S(=O)(=O)N3CCC(C(=O)NCc4ccccc4Cl)CC3)ccc2N1	2	1	11	-4	-4	1	1	-1	-1
41	Cc1ccc(OCC(=O)OCc2c(C)noc2C)cc1C	3	6	9	-3	-3	5	19	14	-2
42	O=C(CNC(=O)Cc1ccccc1)N=Nc1c(O)[nH]c2ccc(Br)cc12	-2	3	5	8	2	-2	24	2	11
43	NC(=O)C1CCN(C(=O)CCCCCn2c(=O)[nH]c3ccsc3c2=O)CC1	2	0	11	5	-3	-2	-11	6	-7
44	O=C(COc1ccc(S(=O)(=O)N2CCCCC2)cc1Cl)N1CCCC1	3	5	11	0	-4	-1	-4	2	1
45	CCOc1cc(N2CCOCC2)c(OCC)cc1NC(=O)CN1CCCC(C)C1 (stereo unspecified)	-2	2	6	6	-4	1	10	1	1
46	COc1ccccc1C(=O)Nc1ccc(-c2nnn(CC(=O)N3CCN(C(=O)c4ccco4)CC3)n2)cc1	1	-1	2	-3	-6	-4	-1	3	-10
47	CSc1n[nH]c(=S)n1N	-2	5	6	-1	0	8	-5	1	5
48	CC(=O)N(C)c1ccc(N=Cc2cc3c(cc2[N+](=O)[O-])OCO3)cc1	1	0	3	7	-12	4	3	1	12

# One compound at a time (already shown).
# Results for CSc1n[nH]c(=S)n1N : LYPLA1 inh = -2; PME-1 primary = 5; PAFAH1B3 FP inh = 6; pPAFAH inh = -1; PAD4 FP inh = 0; PAFAH1B2 FP inh = 8; PREPL inhibitor = -5; LYPLA2 counter = 1; GSTO1 counter = 5
# Results for NC(=O)C1CCN(C(=O)CCCCCn2c(=O)[nH]c3ccsc3c2=O)CC1 : LYPLA1 inh = 2; PME-1 primary = 0; PAFAH1B3 FP inh = 11; pPAFAH inh = 5; PAD4 FP inh = -3; PAFAH1B2 FP inh = -2; PREPL inhibitor = -11; LYPLA2 counter = 6; GSTO1 counter = -7

# (continued)
cpd	molecule	LYPLA1 inh	PME-1 primary	PAFAH1B3 FP inh	pPAFAH inh	PAD4 FP inh	PAFAH1B2 FP inh	PREPL inhibitor	LYPLA2 counter	GSTO1 counter
49	Cc1nn(CC(=O)N2CCCC2)c(=O)c2cc3cc(F)ccc3n12	-2	1	3	4	3	2	4	0	-1
50	CC1CCCCN1C(=O)CSc1nnc2ccccn12 (stereo unspecified)	x	x	4	-1	-2	2	-2	x	x
51	Cc1ccc(NS(=O)(=O)c2ccc(-n3cccn3)cc2)nc1	3	0	4	0	-4	4	15	4	-2
52	Cc1cccc(C)c1NC(=O)C(c1ccccc1)N1CC(=O)Nc2ccccc21 (stereo unspecified)	1	-3	4	0	0	-2	12	5	3
53	CCOC(=O)c1[nH]nc(-c2cc(CC)c(O)cc2O)c1-c1cscn1	-8	2	9	0	-7	6	-6	-6	0
54	CS(=O)(=O)N1CCCC(C(=O)Nc2ccc(Br)cc2F)C1 (stereo unspecified)	1	1	1	1	-1	2	3	3	6
55	CC(C)c1ccc(OCC(=O)N2CCCCCC2)c(Br)c1	-6	11	12	6	-1	7	8	-3	1
56	NC(=O)c1ccsc1NC(=O)C1CC1	1	2	0	-3	-1	1	1	0	-1
57	COc1cccc(C(=O)Oc2ccc3c(C)cc(=O)oc3c2C(C)=O)c1	-2	-4	0	2	7	6	3	-1	1
58	CCn1c(SCC(=O)Nc2cccc(OC)c2)nnc1-c1ccc(Cl)cc1	2	3	4	5	-6	0	5	5	5
59	CC(=O)N1CCc2cc(S(=O)(=O)NCCC(=O)Nc3cccc(C)c3)ccc21	-9	-2	1	11	-3	1	-2	1	-2
60	O=C(NCSc1ccnc(SCNC(=O)c2ccc(F)cc2)n1)c1ccc(F)cc1	-2	1	3	2	0	0	0	0	17
61	O=S(=O)(NCc1cccs1)c1cccc(S(=O)(=O)N2CCCCC2)c1	0	14	1	4	2	21	19	3	5
62	CCOC(=O)C1=CN(CC)S(=O)(=O)NC1CCc1ccccc1 (stereo unspecified)	x	x	5	3	0	9	x	x	x
63	CCn1c(SCC(=O)Nc2cc(C)on2)nnc1-c1cccnc1	0	-1	-6	-1	-1	5	6	1	4

# Not all compounds are listed; rates above refer to the full screens.
